IDE cell activ: IDE (human) activation, cell-based. AID 493087. activation, % at 5.96 µM. hit rate 0.073% among 340,000. P14735. HEK cells, FAbeta-B cleavage, fluorescence polarization; 0% vehicle, 100% cell-free pure enzyme wells;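 active = activation above the mean of all tested compounds plus 3 SD, set per screening campaign, cut at about 17% in these data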
UBC9 SUMO inh: blocks human SUMOylation mediated by UBC9. hit rate 0.36% among 290,000. inhibition, % at 35 µM. HTRF SUMOylation assay, SAE1/SAE2 + UBC9, in vitro; in the data active = inhibition above about 50%, passing the limit was not always enough; note: strong numbers were not always called active
Target sequence (P63279 whole entry, looked up): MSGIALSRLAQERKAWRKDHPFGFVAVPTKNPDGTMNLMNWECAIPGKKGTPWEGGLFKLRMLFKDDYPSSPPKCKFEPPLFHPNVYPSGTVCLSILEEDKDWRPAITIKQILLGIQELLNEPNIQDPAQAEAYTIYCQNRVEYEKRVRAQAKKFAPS
MEKK3 PB1 HTS: modulators (inhibitors or enhancers) of MEK5 binding to human MEKK3 PB1 domain; binding response (% of control), % at 10 µM; Q99759; hit rate 1.4% among 290,000; bead-based flow cytometry, Alexa488-MEK5 binding to MEKK3; actives lie on both sides; 0 = blocked by unlabeled MEK5, 100 = vehicle; AID 1529;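 active = binding response more than 3 SD above or below the average of its plate-row segment, actives on both sides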;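 note: Alexa488 bead fluorescence after subtracting the streptavidin-only scavenger bead signal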
Target sequence (Q99759 whole entry, looked up, the tested form may be a part): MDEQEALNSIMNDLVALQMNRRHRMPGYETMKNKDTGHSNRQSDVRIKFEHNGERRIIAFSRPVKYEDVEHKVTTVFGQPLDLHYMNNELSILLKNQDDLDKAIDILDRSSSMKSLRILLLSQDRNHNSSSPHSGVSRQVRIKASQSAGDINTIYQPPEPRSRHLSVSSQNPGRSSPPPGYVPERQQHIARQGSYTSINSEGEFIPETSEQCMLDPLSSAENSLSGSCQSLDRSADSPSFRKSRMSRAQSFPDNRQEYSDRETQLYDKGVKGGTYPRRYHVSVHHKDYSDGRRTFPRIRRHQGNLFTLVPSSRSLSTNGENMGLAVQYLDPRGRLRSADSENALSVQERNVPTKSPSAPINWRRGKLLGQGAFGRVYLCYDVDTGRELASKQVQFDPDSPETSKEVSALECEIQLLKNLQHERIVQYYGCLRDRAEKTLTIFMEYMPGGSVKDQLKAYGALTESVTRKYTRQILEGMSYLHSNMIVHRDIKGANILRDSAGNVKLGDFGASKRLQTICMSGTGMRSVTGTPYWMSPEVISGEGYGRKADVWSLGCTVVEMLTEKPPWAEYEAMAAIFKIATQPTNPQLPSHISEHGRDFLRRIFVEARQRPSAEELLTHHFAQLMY
M18AAP inhibitor: blocks P. falciparum M18 aspartyl aminopeptidase | hit rate 1.2% among 290,000 | recombinant PfM18AAP, H-Glu-NHMec fluorogenic cleavage | inhibition, % at 7.35 µM;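 active = inhibition above the campaign mean inhibition over all tested compounds plus 3 SD, cut at about 28% in these data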;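 note: 0% = plate median of test compound wells and 100% = 2 mM ZnCl2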
pCIP destab: compounds decreasing mouse p/CIP protein stability; F442A p/CIP-EGFP cells, EGFP fluorescence, 16 h; decrease of EGFP signal, % at 10 µM; hit rate 0.01% among 290,000; AID 1984;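 active = EGFP signal decrease of at least 30% at 10 µM or well 3 SD below plate mean, unless failing retest; inactive = the rest, including hits failing retest or dose response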; note: some compounds called inactive have numbers as strong as hits; many of its hits are not listed in these tables
IDE cell inh: cellular human IDE inhibition | HEK cells, FAbetaB cleavage, fluorescence polarization | inhibition, % at 5.59 µM | hit rate 0.41% among 320,000 | AID 434962;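 active = percent inhibition above the average of all tested compounds plus 3 SD, set per screening campaign, cut at about 16% in these data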;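 note: IDE supplied by intact live HEK cells; FP after avidin binding of uncleaved biotin substrate so inhibition keeps polarization high; 0% = DMSO wells and 100% = 60 µM reference IDE inhibitor Ii1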
NALP1 inh: NALP1 inhibition. inhibition, % at 10 µM. S. cerevisiae NALP1/ASC/caspase-1 growth, X-gal OD620, 72 h. hit rate 0.61% among 280,000; in the data active = inhibition mostly above about 24%, no sharp cut-off; inactive = mostly below about 32%; note: some compounds called inactive have numbers as strong as hits
MEKK2mut PB1 HTS: signal of MEK5 binding to mutant human MEKK2 PB1 domain | bead flow cytometry, Alexa488-MEK5 binding to MEKK2 mutant | percent response, % at 10 µM | hit rate 0.35% among 290,000 | AID 1530; in the data active = percent response above about 24%, passing the limit was not always enough; note: inactives centre near 1; some results filed as inactive read as strong as hits; reference of the scale not given here
MEKK2 WT-MEK5: raises or lowers MEK5 binding to wildtype human MEKK2 PB1 domain; binding response (% of control), % at 10 µM; bead flow cytometry, Alexa488-MEK5 binding to MEKK2 WT; actives lie on both sides; hit rate 1.1% among 290,000; in the data active = binding response below about 67% or above about 130%
Starred values were filed as active, the others as inactive; x = no result given; & = joins results of further samples.

SMILES	IDE cell activ	UBC9 SUMO inh	MEKK3 PB1 HTS	M18AAP inhibitor	pCIP destab	IDE cell inh	NALP1 inh	MEKK2mut PB1 HTS	MEKK2 WT-MEK5
COc1ccccc1C(=O)NCCCNc1ccc([N+](=O)[O-])cc1	2	-3	101	-16	6	13	24	-3	98
CN1CC(=O)N=C1N	2&1	3	100	4	-11	2&2	1	6	104
O=C(Cc1ccc(F)cc1)NCC1CCCO1 (stereo not given)	2	2	100	-7	-1	2	4	-10	95
CCOC(=O)N1CCN(C(=O)c2ccccc2NS(=O)(=O)c2ccc(C)cc2)CC1	7	0	105	1	5	1	-8	10	107
O=C(Nc1cccc2ncccc12)C(Cl)(Cl)Cl	2	29	101	-15	-11	1	10	0	102
COC(=O)C(=Nc1ccccc1)/C(C(=O)C(=O)N(C)c1ccccc1)=C(\O)c1ccc(Cl)cc1	1	12	100	0	-3	-4	-3	-2	100
CC1=C(n2ccnc2)CCC1=O	2	x	104	x	x	-3	x	5	109
O=C(N[C@@H](Cc1ccccc1)C(=O)OCc1ccccc1)c1nc[nH]c1C(=O)N1CCc2ccccc2C1	5	-34	99	x	-6	-1	x	-4	94
Cc1nnc(C)c2c(C)n(C(C)c3ccccc3)c(C)c12 (stereo not given)	-2	2	101	1	8	1	15	8	111
O=C(Cc1cccs1)N/N=C/C=C\c1ccco1	-5	57	98	-7	4	-1	-3	-3	89
O=C(COc1ccc2c3c(c(=O)oc2c1)CCC3)NCCCN1CCOCC1	2	1	91	-2	2	-1	33	-4	91
O=C(NCc1cccnc1)C1CC(=O)N(c2ccc(Cl)cc2)C1 (stereo not given)	-5	-8	98	-8	9	3	x	0	100
O=C(NCCCN1CCC(Cc2ccccc2)CC1)C1CCN(S(=O)(=O)N2CCOCC2)CC1	5	16	104	4	-12	x	6	7	117
Cc1cc(C)nc(NC(=O)c2cccc(Cl)c2)n1	2	23	99	-2	11	-6	7	-1	93
O=C(NCCNC(=O)c1ccccn1)c1ccc(Cl)cc1	2	10	100	-3	3	6	-2	-1	102
C=CCNC(=O)c1ccc(N(Cc2ccccc2)S(C)(=O)=O)cc1	4	17	99	-11	-10	3	-5	3	98
CCC1C(=O)Nc2nc(-c3ccccc3)c(-c3ccccc3)n2N=C1C (stereo not given)	-5	5	99	2	-14	0	-5	-1	98
CCc1ccc(C(=O)Cc2cc3cccc(OC)c3oc2=O)cc1	2	-6	101	1	1	2	-1	2	98
CCN(CC)C(=O)C(=O)N/N=C/c1ccc(Cl)cc1Cl	-1	2	92	-1	23	1	-4	-12	81
CC1=C(C(=O)Nc2ccccc2)C(c2ccco2)C(C#N)=C(SCC(=O)OC(C)C)N1 (stereo not given)	1	-2	99	16	-6	4	-14	-1	91
O=C(c1ccc(Br)s1)N1CCN(Cc2ccc3c(c2)OCO3)CC1	4	-1	98	-2	-11	-1	11	2	110
O=C(N/C(=C/c1ccc(Cl)cc1)C(=O)N1CCCC1)c1ccccc1	-3	22	95	1	-9	-1	x	-7	96
Nc1nn(S(=O)(=O)c2cccc3nsnc23)cc1-c1ccc(Br)cc1	4	5	106	-9	2	1	0	3	102
O=C(CC(=O)NN=C1CCCC1)NCCc1ccccc1	6	25	101	1	-9	-2	19	-2	97
COCCn1c(-c2ccc(OC)cc2)c(-c2ccc(OC)cc2)oc1=O	1	26	105	-12	-5	3	-20	4	108

14 entries from above, comma-delimited.
structure,IDE cell activ,UBC9 SUMO inh,MEKK3 PB1 HTS,M18AAP inhibitor,pCIP destab,IDE cell inh,NALP1 inh,MEKK2mut PB1 HTS,MEKK2 WT-MEK5
CCOC(=O)N1CCN(C(=O)c2ccccc2NS(=O)(=O)c2ccc(C)cc2)CC1,7,0,105,1,5,1,-8,10,107
O=C(Nc1cccc2ncccc12)C(Cl)(Cl)Cl,2,29,101,-15,-11,1,10,0,102
COC(=O)C(=Nc1ccccc1)/C(C(=O)C(=O)N(C)c1ccccc1)=C(\O)c1ccc(Cl)cc1,1,12,100,0,-3,-4,-3,-2,100
CC1=C(n2ccnc2)CCC1=O,2,x,104,x,x,-3,x,5,109
O=C(N[C@@H](Cc1ccccc1)C(=O)OCc1ccccc1)c1nc[nH]c1C(=O)N1CCc2ccccc2C1,5,-34,99,x,-6,-1,x,-4,94
Cc1nnc(C)c2c(C)n(C(C)c3ccccc3)c(C)c12 (stereo not given),-2,2,101,1,8,1,15,8,111
O=C(Cc1cccs1)N/N=C/C=C\c1ccco1,-5,57,98,-7,4,-1,-3,-3,89
O=C(COc1ccc2c3c(c(=O)oc2c1)CCC3)NCCCN1CCOCC1,2,1,91,-2,2,-1,33,-4,91
O=C(NCc1cccnc1)C1CC(=O)N(c2ccc(Cl)cc2)C1 (stereo not given),-5,-8,98,-8,9,3,x,0,100
O=C(NCCCN1CCC(Cc2ccccc2)CC1)C1CCN(S(=O)(=O)N2CCOCC2)CC1,5,16,104,4,-12,x,6,7,117
Cc1cc(C)nc(NC(=O)c2cccc(Cl)c2)n1,2,23,99,-2,11,-6,7,-1,93
O=C(NCCNC(=O)c1ccccn1)c1ccc(Cl)cc1,2,10,100,-3,3,6,-2,-1,102
C=CCNC(=O)c1ccc(N(Cc2ccccc2)S(C)(=O)=O)cc1,4,17,99,-11,-10,3,-5,3,98
CCC1C(=O)Nc2nc(-c3ccccc3)c(-c3ccccc3)n2N=C1C (stereo not given),-5,5,99,2,-14,0,-5,-1,98

New compounds follow:
SMILES	IDE cell activ	UBC9 SUMO inh	MEKK3 PB1 HTS	M18AAP inhibitor	pCIP destab	IDE cell inh	NALP1 inh	MEKK2mut PB1 HTS	MEKK2 WT-MEK5
Nc1ccc(Nc2nc3ccccc3[nH]2)cc1	4	-2	87	-29	0	-2	5	2	105
Cc1ccc(Nc2cc(C)nc3ccc(C)cc23)cc1	1	0	103	-3	-5	-2	26	2	112
O=C(N/N=C/c1sc(=O)n(Cc2ccc(Br)cc2)c1Cl)c1ccco1	5	26	100	-5	-2	-8	16	-1	96
CC(Oc1ccc(Cl)cc1Cl)C(=O)NC(=S)N1CCc2ccccc21 (stereo not given)	2	17	120	-1	-4	10	9	0	103
CC(Oc1cccc(Br)c1)C(=O)N1CCCN(C)CC1 (stereo not given)	2	-2	101	4	-3	2	2	9	105
COC(=O)c1cccc(C(=O)Nc2ccc(C)cc2)n1	4	15	102	-11	-2	1	-5	0	101
CCCCCC(=O)Nc1ccc(S(=O)(=O)Nc2cc(OC)nc(OC)n2)cc1	-3	15	98	-2	0	x	10	4	103
CC(C)OCCCn1c(=S)[nH]c2ccc(N3CCOCC3)cc2c1=O	0	42	100	3	-5	0	5	0	92
COc1ccc(/C=C/C(=O)Nc2ccncc2)cc1OC	5	6	101	7	-27	4	7	-2	101
COC(=O)c1ccc(CNC(=O)COC(=O)COc2ccc(OC)cc2)cc1	0	-20	101	7	5	-2	-3	0	107
CC(C)N1CCN(Cc2ccc(-c3ccccc3Cl)o2)CC1CCO (stereo not given)	1	11	99	-8	1	0	14	3	105
O=C1C2CCCN2c2ccc(S(=O)(=O)N3CCOCC3)cc2N1Cc1ccccc1F (stereo not given)	-3	-14	113	-1	-8	3	6	5	109
C/C(N)=C(/C#N)C(=O)COC(=O)c1ccccc1O	0	8	96	4	0	1	19	-2	99
CCN(CC)CCCN1CC(O)=C(c2nc3ccccc3s2)C1=N	0	15	95	1	0	-1	20	-1	104
CCc1ccccc1NS(=O)(=O)c1ccc(OC)c2ncccc12	-5	0	94	-1	-17	2	12	1	96
O=C(CN1C(=O)c2cccc([N+](=O)[O-])c2C1=O)NCc1ccccc1	9	4	108	5	-8	0	1	9	112
CCc1nnc(NC(=O)CSc2nnc(CSc3nc(C)cc(C)n3)o2)s1	0	-8	101	36*	4	0	-7	1	99
O=C(NCc1ccccc1)C(c1ccc(Cl)cc1)N(C(=O)c1csnn1)C1CC1 (stereo not given)	-2	-2	97	2	6	2	-9	1	97
CCNS(=O)(=O)c1ccc(CCC(=O)N2CCN(c3cc(Cl)ccc3C)CC2)cc1	4	8	103	2	-7	-4	19	3	103
COc1ccc(CN2CCN(Cc3ccccc3C(F)(F)F)CC2)c(OC)c1	0	7	106	3	4	5	9	12	124
Cc1cccc(NC(=O)CCNC(=O)c2ccco2)c1C	3	15	102	-8	-6	7	-2	0	99
CCOc1ccc2ncc(S(=O)(=O)c3ccc(C)cc3)c(N3CCC4(CC3)OCCO4)c2c1	0	1	99	3	1	1	36	14	126
O=C(COc1ccc(Cl)cc1Cl)NC(=S)N1CCCc2ccccc21	-1	4	105	19	-12	1	4	6	107
COc1cc(C(=O)NC(=S)Nc2ccccc2[N+](=O)[O-])cc(OC)c1OC	-4	5	102	6	-2	-4	-21	0	98
Cc1cccc(-n2nc3c(c2NC(=O)C(C)C)CS(=O)(=O)C3)c1C	3	4	104	11	2	2	15	5	104

Part of the list above in order of molecular weight, lowest first.
SMILES	IDE cell activ	UBC9 SUMO inh	MEKK3 PB1 HTS	M18AAP inhibitor	pCIP destab	IDE cell inh	NALP1 inh	MEKK2mut PB1 HTS	MEKK2 WT-MEK5
Cc1ccc(Nc2cc(C)nc3ccc(C)cc23)cc1	1	0	103	-3	-5	-2	26	2	112
COc1ccc(CN2CCN(Cc3ccccc3C(F)(F)F)CC2)c(OC)c1	0	7	106	3	4	5	9	12	124
O=C(NCc1ccccc1)C(c1ccc(Cl)cc1)N(C(=O)c1csnn1)C1CC1 (stereo not given)	-2	-2	97	2	6	2	-9	1	97

Next part:
SMILES	IDE cell activ	UBC9 SUMO inh	MEKK3 PB1 HTS	M18AAP inhibitor	pCIP destab	IDE cell inh	NALP1 inh	MEKK2mut PB1 HTS	MEKK2 WT-MEK5
O=C(NCCc1c[nH]c2ccccc12)N[C@@H](Cc1ccccc1)C(=O)O	2	-1	102	-3	8	3	3	3	103
O=C(NCCc1c[nH]c2ccccc12)c1cccc(S(=O)(=O)Nc2ccccc2Cl)c1	4	-23	100	-1	-16	-3	34	-2	98
CC(=O)Nc1ccc(SCC(=O)c2c(N)n(Cc3ccccc3)c(=O)n(C)c2=O)cc1	5	7	103	5	0	2	-4	0	95
COC(=O)c1c(NC(=O)COc2ccc(Cl)cc2)sc2c1CC(C)(C)NC2(C)C	10	-2	107	1	-10	2	26	49*	186*
Cc1cc(N2CCN(C)CC2)nc2ccc(NC(=O)CCC3CCCC3)cc12	2	6	107	-7	3	0	13	22	129
CC(CCc1ccccc1)NC(=O)C(=O)Nc1ccccc1 (stereo not given)	4	2	128	-4	-3	0	1	0	105
CC(=O)Nc1ccc(/C(C)=N\NC(=O)c2ccc(-c3ccccc3)cc2)cc1	x	21	91	-1	1	7	27	-11	88
Cc1ccc2c(c1)Cc1nc3ccccc3nc1-2	2	20	110	-6	10	-2	41	-1	97
O=C(O)CC1=C(Nc2ccccc2)C(=O)N(c2ccccc2)C1c1ccc(Cl)cc1 (stereo not given)	4	17	105	4	-8	1	2	2	103
COc1ccc(NC(=O)C2CCCN2C(=O)NCc2ccccc2)cc1 (stereo not given)	3	5	89	-4	-2	9	-3	-2	91
COc1ccc(C/C(N)=N/n2cnnc2)cc1Cl	3	-2	102	8	-7	-5	9	6	102
N#Cc1c(C(F)(F)F)cc(C2CC2)[nH]c1=O	0	2	102	0	-8	1	36	6	105
O=C(O)c1cccc(N/N=C/c2cn(-c3ccccc3)nc2-c2cccs2)c1	1	12	103	31*	0	-1	-21	-1	98

Bioassay records as filed in PubChem BioAssay.

Only part of the results is shown; count on the stated rates, not on these rows.
